# Screening data deposited in PubChem BioAssay by ICCB-Longwood Screening Facility, Harvard Medical School.
# PV pol inh: inhibitors of poliovirus RNA polymerase binding and polymerization; 150,000 compounds, 0.66% hits; poliovirus polymerase elongation, fluorescence polarization; stronger effect = lower value; AID 588519; % elongation, % (compound at 16.7 µg/mL); P03300; in the data active = % elongation below about 90%; also: some results filed as inactive read as strong as hits
# Target sequence (P03300 1749-2209 limits assumed): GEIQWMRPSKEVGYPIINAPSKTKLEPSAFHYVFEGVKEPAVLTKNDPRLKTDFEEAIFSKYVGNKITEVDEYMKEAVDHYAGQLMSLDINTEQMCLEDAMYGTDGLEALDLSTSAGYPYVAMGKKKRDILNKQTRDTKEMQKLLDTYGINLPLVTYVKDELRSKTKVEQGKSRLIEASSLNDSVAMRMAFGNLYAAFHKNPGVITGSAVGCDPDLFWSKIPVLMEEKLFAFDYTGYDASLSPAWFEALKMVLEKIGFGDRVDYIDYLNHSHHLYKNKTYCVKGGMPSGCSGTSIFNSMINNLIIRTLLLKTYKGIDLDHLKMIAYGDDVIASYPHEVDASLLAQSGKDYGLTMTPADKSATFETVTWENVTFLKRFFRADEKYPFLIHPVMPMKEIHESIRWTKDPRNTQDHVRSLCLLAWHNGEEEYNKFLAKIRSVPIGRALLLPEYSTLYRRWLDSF
# PV pol inh FP z-score: further read-out of PV pol inh, marked with its call; z-score; measured here: FP z-score; hits read low
# Starred values were filed as active, the others as inactive; & = joins results of further samples. An excerpt; rates above refer to the full screens.
Compound,PV pol inh,PV pol inh FP z-score
N#CC(C(=O)c1ccc(S(=O)(=O)N2CCCC2)cc1)c1nc2ccccc2[nH]1 (stereo unspecified),106,0.7
N/C(=N\O)c1c(-c2ccccc2)cc(-c2ccc(F)cc2)[nH]c1=O,104,0.3
CN(C(=O)COC(=O)C1COc2ccccc2O1)C1CCCCC1 (stereo unspecified),99,-0.1
O=C(NCc1ccco1)OCC(F)(F)F,98,-0.7
O=C1CC(c2ccccc2)N(c2cccc(C(F)(F)F)c2)C(=S)N1 (stereo unspecified),103,-0.1
Cc1nn(-c2ccccc2)c2sc(C(=O)OCN3C(=O)c4ccccc4C3=O)cc12,101,0
CCNC(=O)CC1C(=O)N(CC)C(=S)N1NC(=O)c1ccccc1 (stereo unspecified),103,0.4
Oc1ccc2c3c1O[C@H]1[C@@H](O)CC[C@@]4(O)[C@@H](C2)N(CC2CCC2)CC[C@]314,102,0.6
O=C(O)/C=C/Sc1ccccc1,101,-0.2
COc1ccc(/C=C/c2noc(-c3ccccc3O)n2)cc1OC,104,0.1
O=C(CSCc1ccc(F)cc1)NC1CCCCC1,102,0.4
CCOC(=O)c1cc(-c2ccccc2)sc1NC(=O)COC(=O)C1CC(=O)N(Cc2ccco2)C1 (stereo unspecified),102,-0.2
O=C(CCN1CCc2ccccc2C1)Nc1ccc(F)c(F)c1,98,-1.1
O=C(Cn1cc(S(=O)(=O)N2CCN(c3ccccc3F)CC2)c2ccccc2c1=O)Nc1cccc(C(F)(F)F)c1,115,1.7
COc1ccc(CN(CCC(c2ccc3c(c2)OCO3)c2ccccc2OC)C(=O)c2ccco2)cc1 (stereo unspecified),99,-0.3
O=S1NN(c2ccccc2)S(=O)NN1c1ccccc1 (stereo unspecified),72*,-6.2*
Cc1c(-c2csc(-c3ccc4c(c3)OCCO4)n2)cnn1-c1ccccc1,102,0
CCC(=O)N1CCc2cc(Br)cc(S(=O)(=O)CCC(=O)Nc3ccc(C)c(C)c3)c21,101,-0.5
CN1CCN(C(=O)c2ccc(N(C)S(C)(=O)=O)cc2)CC1,106,0.9
CCc1nn(CC(=O)NCCC(C)C)c(=O)c2cc3occc3n12,103,-0.5
CC1(C)Oc2nc3ccccc3n2/C1=C\C#N,100,-0.4
O=C(COC(=O)Cc1ccc(Cl)cc1Cl)NC1CCCCC1,101,0
Cc1ccc(-c2nc3cc(Cl)ccc3o2)cc1NC(=O)c1cc2ccccc2o1,103,-0.2
COc1ccccc1N1CCN(c2ccc(=O)n(CC(=O)O)n2)CC1,110,0.7
O=C(c1cccnc1Nc1ccccc1F)N1CCCCC1,100,-0.5
O=C(O)c1ccc(CO)o1,101,-0.2
Cc1cc(C)c2c(CC(=O)N(Cc3ccc(N(C)C)cc3)Cc3ccco3)coc2c1,113,-0.1
O=C(Nc1nonc1OCCOc1nonc1NC(=O)c1ccccc1)c1ccccc1,104,0.1
O=C(Cn1cc(SCc2ccccc2)c2ccccc21)N1CCCCC1,115,0.1
COc1cccc(CNC(=O)C2CCN(Cc3cc4ccccc4n3Cc3ccc(C)cc3)CC2)c1,112,1.2
O=C(O)C1CCCCC1C(=O)NCc1cn2ccccc2n1 (stereo unspecified),101,-0.1
CC(C)(C)OC(=O)N1CC2C(C1)C2NC(=O)c1nsc(Cl)c1Cl (stereo unspecified),104,0.7
Cc1ccc(C(=O)COc2nc(C)nc3ccccc23)cc1,100,-0.5
Cc1ccc(C(=O)N2CCc3ccccc32)cc1Br,104,1.4
CCOc1cc(C(Nc2cccnc2)c2ccc3cccnc3c2O)ccc1O (stereo unspecified),99,-1.3
Cc1sc2nc(COC(=O)C3CCN(S(=O)(=O)c4cccs4)CC3)[nH]c(=O)c2c1C,117,2.4
CS(=O)(=O)Nc1cccc(-c2nc3cccnc3s2)c1,97,-2
CCN(CC)S(=O)(=O)c1ccc(Cl)c(C(=O)Oc2ccc(C)c(C)c2)c1,45*,-9.3*
CN1CCN(/N=C2/C=C(c3ccccc3)C(O)(c3ccccc3)C2)CC1 (stereo unspecified),105,0.4
COc1ccc(-n2c(C)cc(C3N=C(N)Nc4nc5ccccc5n43)c2C)cc1 (stereo unspecified),102,0.1
COc1ccc(-c2cnc(C)o2)cc1S(=O)(=O)Nc1ccc(F)cc1F,109,0.6
CC/C=C\C/C=C\C/C=C\CCCCCCCCCC(=O)O,98&101,-1&0.2
COC(=O)c1cc(-c2cccc(Br)c2)no1,105,0.8
COc1ccc(C(=O)Nc2ccccc2C2(C)CC2)cc1,97,-0.6
Cc1ccc(C)c(NC(=O)CS(=O)(=O)c2c[nH]c3ccccc23)c1,99,-0.1

# Exported with two lines to a compound: five of the compounds above
# Screens in order – PV pol inh, PV pol inh FP z-score
- O=C(Cn1cc(SCc2ccccc2)c2ccccc21)N1CCCCC1
  115, 0.1
- COc1cccc(CNC(=O)C2CCN(Cc3cc4ccccc4n3Cc3ccc(C)cc3)CC2)c1
  112, 1.2
- O=C(O)C1CCCCC1C(=O)NCc1cn2ccccc2n1 (stereo unspecified)
  101, -0.1
- CC(C)(C)OC(=O)N1CC2C(C1)C2NC(=O)c1nsc(Cl)c1Cl (stereo unspecified)
  104, 0.7
- Cc1ccc(C(=O)COc2nc(C)nc3ccccc23)cc1
  100, -0.5

# Additional results:
Compound,PV pol inh,PV pol inh FP z-score
COC(=O)c1ccc(OCC2c3cc(OC)c(OC)cc3CCN2C(=O)c2ccc(F)cc2)cc1 (stereo unspecified),112,0.8
Cc1cccc(NC(=O)CSc2nnc3ccccn23)c1,101,-0.1
N#C/C(=C\c1c(Oc2ccccc2)nc2ccccn2c1=O)S(=O)(=O)c1ccccc1,103,0.5
COc1cccc(-c2nnc3n(CCc4ccccc4)c(=O)c4ccccc4n23)c1O,92,-1.2
CCOCCC(=O)Nc1nccs1,99,-0.5
CCn1c(=O)c(NC(=O)c2ccccc2)c2n(c1=S)CCCCC2,97,-1.1
Cc1ccc(C)c(N2CCN(C(=O)c3ccc(NC(=O)c4nsc5ccccc45)cc3)CC2)c1,113,1.4
Cc1ccc(CNC(=O)c2nn(-c3ccc(Cl)cc3)nc2CO)cc1,107,0
CCOc1ccc(NC(=O)C23CC4CC(CC(C4)C2)C3)cc1,105,0.6
COc1cccc(NC(=O)Nc2cc(-c3cn4cccnc4n3)ccc2OC)c1,104,-0.2
COc1cc2nc(N3CCN(C(=O)C4CCCO4)CC3)nc(N)c2cc1OC (stereo unspecified),100,0
O=c1oc(-c2ccc(F)cc2)nn1CN1CCCC2CCCCC21 (stereo unspecified),100,-0.2
COC(=O)c1ccc(-c2nn(C)c(=O)c3ccccc23)cc1,101,0.1
Cc1ccc(CNC(=O)Cn2cc(S(=O)(=O)Cc3ccccc3F)c3ccccc32)cc1,108,0.5
Oc1ccccc1-c1nc2ccccc2o1,102,0
O=C1CS(=O)(=O)C2(C(=O)N(Cc3ccccc3Cl)c3ccccc32)N1c1ccc(F)cc1 (stereo unspecified),103,-0.6
O=c1c2cccnc2n(Cc2ccc(F)cc2)c(=O)n1Cc1ccc2c(c1)OCO2,99,-0.8
COc1ccc(-c2csc(N3CCCC3C(=O)OCc3ccccc3)n2)cc1 (stereo unspecified),106,0.3
COc1ccc(C2C(C(=O)Nc3ccccc3)=C(C)Nc3nc(-c4ccccc4Cl)nn32)cc1OC (stereo unspecified),107,0.6
Cc1c(C(=O)OCCN2CCOCC2)oc2ccccc12,97,-0.8
O=C(CC1N=C2c3ccccc3N=C(SCc3ccccc3Cl)N2C1=O)NCCc1ccccc1 (stereo unspecified),110,0.9
CCN(CC)Cc1ccc(C(=O)NCc2ccc(Cl)cc2)o1,104,0.3
NS(=O)(=O)c1ccc(NC(NC(=O)c2ccco2)C(=O)c2ccc(Cl)cc2)cc1 (stereo unspecified),103,0.3
Cc1cc(NS(=O)(=O)c2ccc3nc(-c4ccccc4)[nH]c3c2)ccc1Br,114,1.5
COC(=O)c1cc2sc(C)cc2n1Cc1ccc(F)cc1Cl,112,0.6
CCC1CN(C(=O)N2CCC(C(=O)NCCc3ccccc3Cl)CC2)c2cc(C)ccc2O1 (stereo unspecified),110,0.6
CC1CCN(Cc2ccccc2CO)CC1,103,0.4
CC(C)(C)C(=O)/C=c1\[nH]c(=O)/c(=C\c2cccs2)s1,107,0.4
Cc1ccc(SCC#N)cc1C,97,-0.3
CCS(=O)(=O)CCSc1nc(-c2ccc(Br)cc2)cc(-c2ccccc2)c1C#N,97,-1.2

# Single records (already shown). Order of screens: PV pol inh, PV pol inh FP z-score
# Profile of `COc1ccc(-c2csc(N3CCCC3C(=O)OCc3ccccc3)n2)cc1` (stereo unspecified) = 106, 0.3
# Profile of `CCS(=O)(=O)CCSc1nc(-c2ccc(Br)cc2)cc(-c2ccccc2)c1C#N` = 97, -1.2
# Profile of `O=c1c2cccnc2n(Cc2ccc(F)cc2)c(=O)n1Cc1ccc2c(c1)OCO2` = 99, -0.8
# Profile of `CCN(CC)Cc1ccc(C(=O)NCc2ccc(Cl)cc2)o1` = 104, 0.3
# Profile of `Cc1ccc(SCC#N)cc1C` = 97, -0.3

# New compounds follow.
Compound,PV pol inh,PV pol inh FP z-score
CN(C)Cc1cc(C(C)(C)C)cc(CN(C)C)c1O,101,0.5
O=c1oc2ccccc2cc1-c1cn2cc(Cc3cccc(C(F)(F)F)c3)sc2n1,100,-0.7
CC1=CC(=O)C2(C)C3CCC4CC(=O)CCC4(C)C3=CCC2S1(=O)=O (stereo unspecified),98,-0.5
CCOC(=O)C1CCN(C(=O)c2ccc3c(c2)CCCN3S(C)(=O)=O)CC1,103,0.7
CC(=O)Nc1ccc2c(c1)nc(CN1CCCC1)n2C,103,0.3
CCOC(=O)c1cc(-c2ccc(F)cc2)n(CCC(=O)Nc2ccccc2OC)c1C,110,0.9
COc1ccc2[nH]c(=O)c(CN(Cc3cccnc3)C(=O)Nc3ccccc3)cc2c1,100,-0.9
COc1cc(NC(=O)Cn2c(=O)n(CC3CCC(C(=O)NCCc4ccccc4)CC3)c(=O)c3ccccc32)cc(OC)c1 (stereo unspecified),106,-0.8
CC(C)Sc1ncc(Cl)c(C(=O)Nc2ccc(S(=O)(=O)Nc3ncccn3)cc2)n1,102,-0.8
CC1CC(C)CN(CCCNC(=O)c2ccc3c(c2)N(C)CCS3)C1 (stereo unspecified),101,0
CC(=O)Oc1c(Br)cc2oc(=O)sc2c1Br,99,-0.6
COCCc1nnc(N)s1,101,0
CCC(Sc1nc2ccccc2c2nc(CCc3c(C)n[nH]c3C)nn12)C(=O)Nc1ccccc1F (stereo unspecified),110,0.9
COc1ccccc1NC(=O)Cn1c(=O)n(CCc2ccccc2)c(=O)c2sc3ccccc3c21,103,-0.4
CC(C)(C)c1ccc(C(=O)NCCc2csc(-c3ccc(Cl)cc3)n2)cc1,110,1
O=C(NCc1ccccc1Br)C1CCCO1 (stereo unspecified),102,0.9
O=C(O)C1C2C=CC(C2)C1C(=O)NCc1cccc(Cl)c1 (stereo unspecified),100,-1
COc1ccc(-c2nnc(C3CCN(S(=O)(=O)c4ccc(F)c(C)c4)CC3)o2)cc1,101,0.2
CCn1c2ccccc2c2nnc(N3CCN(c4ccccc4)CC3)nc21,102,-0.1
COC(=O)c1ccc(NC(C)=O)cc1,102,0
Cc1ccc(C2C3=C(CC(C)(C)CC3=O)NC3=C2C(=O)c2ccccc23)cc1 (stereo unspecified),102,0.2
CCOC(=O)CNc1nc2ccccc2n2c(C)nnc12,108,0.3
COc1ccc(N(Cc2cc(C)on2)S(=O)(=O)c2cc(C)ccc2C)cc1,104,0
O=C(Cn1cnnn1)OCC(=O)c1ccc(Cl)s1,117,2
CCc1ccc(NC(=O)CSc2nc3c([nH]c4ccccc43)c(=O)n2-c2cccc(OC)c2)cc1,104,-0.8
COc1ccc(NC(=O)c2ccco2)cc1NC(=O)COc1ccc(C)c(C)c1,105,0.2
CS(=O)(=O)NCC(c1ccco1)N1CCCCC1 (stereo unspecified),104,0.2
COc1cccc(NC(=O)N2CCC(N(C)C(C)C)CC2)c1,100,-0.1
O=C(CCc1ccc(S(=O)(=O)N2CCCCCC2)cc1)Nc1nnc(C2CC2)s1,98,-0.6
CCOC(=O)c1c(C)[nH]c(C(=O)CN2C(=O)NC(CC)(c3ccc(F)cc3)C2=O)c1C (stereo unspecified),106,0.5
Cc1ccc(OC(=O)/C=C/c2cccs2)cc1,100,-0.4
CCc1ccc(NC(=O)Nc2nnc(N(CC)c3ccccc3)s2)cc1,102,-0.4
CN(C)C(=O)CSc1nc2ccccc2o1,104,1
Cc1c(C)n(C(=O)CN2CCc3ccccc32)c2ccccc12,101,-0.4
CCc1ccc(N(C)C(=O)CN2Cc3ccccc3C2=O)cc1,99,-0.8
Cc1ccc(Cl)cc1NC(=O)c1cc(-c2ccc3c(c2)OCCO3)on1,107,0
Cc1ccc(S(=O)(=O)Nc2ccc3oc(C)c(C(=O)NN)c3c2)cc1,72,-7.3
CCOc1ccc(-c2cc3nc(C4CCN(C(=O)OC(C)(C)C)CC4)c(C(=O)Nc4cccc(C(F)(F)F)c4)cn3n2)cc1,108,0.4
CN(C)S(=O)(=O)c1ccc(C(=O)Nc2cc(C(F)(F)F)ccc2N2CCOCC2)cc1,102,-0.1
CC(C)C(C(=O)O)n1c(-c2cccs2)n[nH]c1=S (stereo unspecified),101,-0.2
Cc1cc(C(=O)CSc2nnc(-c3ccc4c(c3)OCO4)o2)c(C)n1C1CCS(=O)(=O)C1 (stereo unspecified),103,0
O=C(Cn1nc(C(=O)O)c2ccccc2c1=O)NC1CCCC1,106,0
O=C(NCc1ccccc1)c1cnc2sc(N3CCCC3)nn2c1=O,108,0.2
COC(=O)c1ccc(Cl)cc1NC(=O)N(Cc1ccc(OC)cc1)C1CCN(C(C)=O)CC1,110,0.1
